Assay outcomes: PubChem BioAssay, National Center for Advancing Translational Sciences (NCATS)
RORg inh: inhibitors of mouse ROR gamma transcriptional activity | P51450 | Drosophila S2 Gal4-RORgamma UAS-luciferase reporter, 20 h | 310,000 tested, 5.4% active | Potency, µM (doses to about 53.6 µM), without a hit: at the top dose activity change, negative = inhibition, usual class: inhibitors; further: on the % scale 0 is the no-effect control and ±100 the full control effect; nearly all actives have a fitted effect of over 60% in size
Target sequence (P51450 whole entry, looked up, the tested form may be a part): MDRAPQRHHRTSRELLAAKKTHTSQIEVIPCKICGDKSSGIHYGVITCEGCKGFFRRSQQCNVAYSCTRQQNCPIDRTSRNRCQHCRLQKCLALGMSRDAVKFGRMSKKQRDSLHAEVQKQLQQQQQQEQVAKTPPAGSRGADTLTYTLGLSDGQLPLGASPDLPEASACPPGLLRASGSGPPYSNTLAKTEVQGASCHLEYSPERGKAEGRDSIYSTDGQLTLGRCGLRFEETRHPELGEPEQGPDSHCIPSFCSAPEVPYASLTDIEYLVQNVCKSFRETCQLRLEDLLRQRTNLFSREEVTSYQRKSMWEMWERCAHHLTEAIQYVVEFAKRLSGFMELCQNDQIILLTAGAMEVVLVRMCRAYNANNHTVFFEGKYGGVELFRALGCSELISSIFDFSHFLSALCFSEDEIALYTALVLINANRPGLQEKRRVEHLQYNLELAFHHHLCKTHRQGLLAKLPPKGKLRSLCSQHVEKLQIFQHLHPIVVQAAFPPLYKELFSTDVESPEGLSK
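Compounds are pin-transferred onto Drosophila Schneider cells expressing a copper-inducible Gal4–ROR gamma transactivation domain fusion. After 1 hr, copper sulfate is added to 700 uM final; luciferase is read 20 hr later.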
Gal4-VP16 FLuc: Gal4-VP16 reporter inhibition counter-screen; Drosophila S2 Gal4-VP16 UAS-luciferase, luminescence, 20 h; Potency, µM (highest dose often 53.6 µM), for the others: top-dose activity, negative = inhibition, most hits filed as inhibitors; 310,000 tested, 3.5% active;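 further: Gal4-VP16 expression switched on by copper sulfate through the metallothionein promoter; on the % scale 0 is the no-effect control and ±100 the full control effect; nearly all actives have a fitted effect of over 50% in size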
MBNL1 CUG block: inhibitors of human MBNL1 binding to CUG repeat RNA; Potency, µM (series often up to 57.5 µM), for inactives: at the highest dose activity change, negative = inhibition, most hits filed as inhibitors; AID 2675; 280,000 tested, 0.036% active; TR-FRET MBNL1-His/biotin-(CUG)12 binding, 665/545 ratio; Q9NR56; active means well fitted inhibition curve with a large enough effect in the signal ratio, with a control signal flat, not every such curve was filed as active; inconclusive means small, poorly fitted or top-dose-only effect, or effect the other way, or a change in a side signal; inactive means no such curve, though single readings can be large or run the other way; the % refers to the signal ratio; further: on the % scale 0 is the no-effect control and ±100 the full control effect
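Compounds (final 92 nM to 58 uM) are added to His-tagged MBNL1 and biotin-(CUG)12, then terbium anti-His antibody and streptavidin-XL665 (5 nM final). After 60 min at room temperature, the 665/545 nm ratio is read.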
BRCA1 expr act: BRCA1 expression activation | MCF7-BRCA1-FFLuc reporter, luminescence, 48 h; response scale: scaled: vehicle 0%, 10 µM genistein 100% | Potency, µM (doses to about 46.1 µM), for inactives: top-dose activation, actives largely listed as activators | 380,000 tested, 1.1% active; further: nearly all actives have a fitted effect of over 80% in size; some results filed as inactive show a strong effect at the top dose
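MCF7-BRCA1-FFLuc cells, 2000/well in phenol-red-free MEM, attached 2 h then treated 48 h at 37 C. Luciferase luminescence read 15 min after reagent; normalized to genistein maximum activation (10microM) and DMSO, concentration-response fitted.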
uPA surface inh: blocks generation of uPA at the cell surface; 330,000 tested, 0.31% active; Potency, µM (doses to about 38.3 µM), without a hit: at the highest dose activity change, negative = inhibition, actives largely listed as inhibitors; cell surface uPA generation assay, qHTS; active means well fitted inhibition curve with a large enough effect; inconclusive means small, poorly fitted or top-dose-only effect; inactive means no such curve, though single readings can be large or run the other way; tested in mouse RAW 264.7 cells; further: on the % scale 0 is the no-effect control and ±100 the full control effect; nearly all actives have a fitted effect of over 55% in size
p53 reactivator: mutant p53 re-activation in reporter cells; AID 504706; Potency, µM (series often up to 92.2 µM), for the others: at the top dose activity change, positive = activation, hits mostly activators; 320,000 tested, 0.063% active; H1299 p53-A138V BP100-luciferase reporter, luminescence, 24 h; further: % of control where 0% means no effect; nearly all actives have a fitted effect of over 45% in size
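p53-null H1299 cells stably carrying temperature-sensitive p53-A138V and a BP100-luciferase reporter were pinned with compounds (4-point, 1:5 series) and held 24 hrs at 37 deg C. Luminescence was read 10 min after detection reagent.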
FLuc modulator: counter-screen for miR-21 project: firefly luciferase inhibitors or activators; P08659; purified FLuc, Km substrates, luminescence inhibition; Potency, µM (doses to about 57.5 µM), for inactives: top-dose activity change, negative = inhibition, actives largely listed as inhibitors; 360,000 tested, 6.9% active; AID 588342;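 further: plate controls were vehicle for no effect and reference inhibitor for full effect; nearly all actives have a fitted effect of over 55% in size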
Target sequence (P08659 whole entry, looked up): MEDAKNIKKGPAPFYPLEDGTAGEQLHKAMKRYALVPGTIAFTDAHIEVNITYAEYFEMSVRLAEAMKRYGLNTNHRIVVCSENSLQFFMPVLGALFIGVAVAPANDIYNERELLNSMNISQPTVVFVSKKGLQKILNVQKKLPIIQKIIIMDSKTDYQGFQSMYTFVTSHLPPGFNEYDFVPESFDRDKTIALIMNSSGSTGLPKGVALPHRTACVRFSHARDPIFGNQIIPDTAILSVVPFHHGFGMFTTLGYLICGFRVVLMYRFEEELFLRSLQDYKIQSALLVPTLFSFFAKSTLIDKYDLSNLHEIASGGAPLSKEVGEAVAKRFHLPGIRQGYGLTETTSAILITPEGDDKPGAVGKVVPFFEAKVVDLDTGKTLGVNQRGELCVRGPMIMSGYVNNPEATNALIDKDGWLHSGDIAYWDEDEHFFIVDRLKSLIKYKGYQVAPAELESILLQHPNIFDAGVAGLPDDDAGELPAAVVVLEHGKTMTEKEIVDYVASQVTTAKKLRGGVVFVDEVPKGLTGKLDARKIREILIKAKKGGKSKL
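Purified P. pyralis luciferase, 10 nM final, with Km-level 10 uM D-luciferin and 10 uM ATP in 50 mM Tris acetate pH 7.5, 10 mM Mg acetate, 0.01% Tween-20, 0.05% BSA; 6-point qHTS titration about 60 µM downward; luminescence read.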
Rab9 promoter act: activates the Rab9 promoter; 320,000 tested, 2.8% active; AID 485297; Potency, µM (titrated, usually from 9.22 µM), for the others: top-dose activation, negative = inhibition, most hits filed as activators; Huh7 Rab9 promoter-luciferase reporter, luminescence, 24 h; further: % of control where 0% means no effect; nearly all actives have a fitted effect of over 60% in size
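Stable Rab9-luc Huh7, 1500 cells/well, 2 h settle; cmpd in DMSO, 24 h, 37 °C/5% CO2; luciferase reagent 10 min RT; luminescence.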
NPC1 prom act: activators of NPC1 promoter. Huh7 NPC1 promoter luciferase reporter, 24 h. Potency, µM (highest dose often 9.22 µM), for the others: at the top dose activation, hits mostly activators. 320,000 tested, 2.4% active. AID 485313;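 further: % of control where 0% means no effect; nearly all actives have a fitted effect of over 60% in size; reporter is driven by a mutant NPC1 promoter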
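Readout is luciferase luminescence, reflecting NPC1 promoter activation in stably transfected Huh7 cells after 24 h compound exposure at 37 °C in reduced-serum medium with 10% FBS.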
MLL CXXC-DNA inh: blocks binding of human MLL CXXC domain to DNA. 290,000 tested, 0.037% active. MLL-CXXC / FITC-HOXA9 DNA fluorescence polarization. Potency, µM (doses to about 115 µM), for inactives: at the top dose activity change, negative = inhibition, most hits filed as inhibitors. Q03164; active means well fitted inhibition curve with a large enough effect in the polarisation, with a control signal flat, not every such curve was filed as active; inconclusive means small, poorly fitted or top-dose-only effect, or effect the other way, or a change in a side signal; inactive means no such curve, though single readings can be large or run the other way; the % refers to the polarisation
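Steps: dispense CXXC domain solution (7 uM) → pin compounds or unlabeled HOX-A9 DNA control → 5 min ambient → add FLSN-HOX-A9 solution (50 nM) → spin → 30 min ambient → fluorescence polarization. Tris pH 7.5/NaCl/DTT/BSA buffer.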
ELG1 genotoxic: inducers of genotoxicity in HEK293T ELG1-luciferase cells | HEK293T ELG1-luciferase reporter, luminescence, 16 h | Potency, µM (titrated, usually from 46 µM), for inactives: at the highest dose activity change, positive = activation, usual class: activators | 330,000 tested, 1.3% active | AID 504466; further: % of control where 0% means no effect; nearly all actives have a fitted effect of over 60% in size
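Genotoxic stress is detected as increased luminescence from luciferase-tagged ELG1 in HEK293T cells, measured with ONE-Glo after a 16 hr treatment at 37 °C.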
The depositor's hits bear a star; ? = inconclusive; . = no result given; [ ] = dose if it differs, or a comment. Unless noted, the call rests on the fitted dose curve; in most records, active means well fitted curve in the direction sought with a large enough effect; inconclusive means small, poorly fitted or top-dose-only effect, or another doubt; inactive means no such curve, though single readings can be large; an effect the other way counts as inactive or inconclusive. Potency means the concentration at half of the fitted maximal effect. Not all compounds are listed; count on the stated rates, not on these rows.

SMILES	RORg inh	Gal4-VP16 FLuc	MBNL1 CUG block	BRCA1 expr act	uPA surface inh	p53 reactivator	FLuc modulator	Rab9 promoter act	NPC1 prom act	MLL CXXC-DNA inh	ELG1 genotoxic
O=C(N/N=C/c1cccnc1)c1cccc(Cl)c1	5%	-14%	7%	-13%	-3%	6%	?	15%	19%	-1%	8%
c1ccc(Nc2nc(-c3ccncc3)nc3ccccc23)cc1	-26%	-18%	?	-5%	9%	-5%	-1%	-4%	-1%	13%	6%
Cc1nn2cnnc2c(C)c1Cc1ccc(Cl)cc1	0%	5%	-5%	-1%	1%	-8%	1%	-2%	-7%	?	-3%
O=[N+]([O-])c1ccc(N2CCN(Cc3ccccc3)CC2)s1	-6%	6%	?	-36%	4%	-2%	-3%	-3%	-2%	2%	-8%
Cc1cc(C)c(C)c(S(=O)(=O)NCC(=O)NCC2CCCCC2)c1C	?	7%	1%	-24%	1%	5%	2%	0%	-1%	9%	0%
COc1ccc2c(c1)oc(=O)c1ccccc12	0%	-5%	41%[activator]	70%	?	22%	?	6%	-4%	1%	16%
Cc1ccc2c(CSc3nncn3C)cc(=O)oc2c1C	-34%	-15%	11%	12%	0%	-2%	-7%	-2%	-2%	3%	5%
Cc1cc(=O)oc2cc(NC(=O)c3cccc(Br)c3)ccc12	-6%[1.91 µM]	-2%	3%	31%	0%	7%	0%	?	?	55%[activator]	19%
CCn1c(=NC(=O)CSCC(=O)Nc2nccs2)sc2ccccc21	-8%	-1%	-9%	-17%	-6%	-2%	-1%	-4%	1%	13%	-2%
CCOC(=O)c1ccc(N=c2ssnc2Cl)cc1	-40%	?	-15%	30%	1%	9%	?	-4%	-2%	2%	-2%
COc1ccc(CC(=O)N2N=C(c3ccncc3)CC2(O)C(F)(F)F)cc1 (configuration not stated)	11µM*	-3%	-1%	-39%	?	-6%	5%	-22%	-37%[inhibitor]	1%	-3%
Oc1c(CN2CCOCC2)cc(-c2ccccc2)cc1CN1CCOCC1	-20%	3%	0%	-7%	-3%	-5%	0%	-3%	-3%	7%	1%
O=C(CCN1CCCO1)N1CCCC(N2CCN(c3cccc(C(F)(F)F)c3)CC2)C1 (configuration not stated)	.	.	-4%	-11%	-2%	.	3%	1%	3%	4%	-2%
C[C@H](NC(=O)c1cc2cc(Cl)ccc2n1C)C(=O)N[C@@H](Cc1ccccc1)C(=O)O	2%	-3%	-3%	6%	2%	4%	1%	0%	0%	-16%	0%
NCCCC[C@H]1NC(=O)[C@H](CCC(=O)O)NC(=O)c2cc([N+](=O)[O-])cc(I)c2OCC[C@@H](C(N)=O)NC1=O	-19%	-2%	?	14%	4%	3%	-3%	-3%	-4%	0%	1%
Cc1ccc2c(c1)N(CC(=O)NCC(C)c1ccccc1)C(=O)c1cccnc1O2 (configuration not stated)	20%	-5%	-1%	-3%	8%	2%	5%	6%	1%	.	-6%
NC(=O)c1c(NC(=O)CSc2nnc(-c3ccccc3)n2CC2CCCO2)sc2c1CCC2 (configuration not stated)	?	0%	2%	-25%	.	-8%	0%	-7%	-1%	0%	-3%
Cc1ccc(S(=O)(=O)NC(CCC(N)=O)C(=O)NCc2ccc3c(c2)OCO3)c(C)c1 (configuration not stated)	.	.	.	-1%	-4%	1%	1%	2%	-2%	.	1%
O=C(Nc1nc2ccccc2s1)c1cccc(S(=O)(=O)N2CCc3ccccc32)c1	?	-8%	6%	-22%	6%	?	?	3%	-1%	2%	-1%
O=C(COC(=O)c1cccc([N+](=O)[O-])c1)NCc1ccc2c(c1)OCO2	2%	-2%	?	12%	3%	-12%	4%	-2%	0%	1%	-1%
Cn1ncc2c(NNC(=O)C3CCCCC3)ncnc21	-24%	6%	-5%	5%	4%	-1%	-2%	-1%	-2%	6%	2%
O=C(c1ccco1)N1CCC(c2nc3c(nnn3Cc3c(Cl)cccc3Cl)c(=O)[nH]2)CC1	?	-9%	-7%	-30%	-3%	-9%	-1%	-5%	-1%	0%	1%
COc1cc(C2NC(=O)NC(C)=C2C(=O)OCC2CCCCC2)ccc1O (configuration not stated)	?	-16%	3%	3%	27%	8%	0%	8%	-1%	-8%	-1%
O=C(N/N=C/c1cccn1-c1ccc(O)cc1)c1cccc2ccccc12	18µM*	16µM*	8%	-6%	-17%	-6%	-2%	-6%	1%	83%[activator]	2%
O=C(NCc1ccccc1F)C1CCC(=O)N(Cc2ccc(Cl)cc2)C1 (configuration not stated)	11%	2%	-3%	-6%	1%	-1%	0%	0%	4%	9%	-1%
COc1ccc(NC(=O)C2=C(C)Nc3nc(CCCO)nn3C2c2ccc(OC)c(OC)c2)cc1 (configuration not stated)	-1%	-5%	2%	-6%	1%	-1%	4%	-5%	-9%	58%[activator]	0%
Cc1ccc(C)n1-c1nn(S(=O)(=O)c2cccc(C(F)(F)F)c2)c2cccc(F)c12	-4%	2%	-4%	-48%	3%	1%	-2%	-3%	1%	-19%	1%
CN(Cc1ccon1)C(=O)CC1C(=O)NCCN1Cc1cccc(Oc2ccccc2)c1 (configuration not stated)	7%	9%	-1%	-11%	1%	-2%	0%	-5%	-1%	-10%	-1%
CCCCn1c(SCC(=O)c2ccc3c(c2)OCCO3)nnc1-c1ccoc1C	8%	15%	-5%	-11%	-5%	0%	-1%	2%	0%	11%	-6%
Cc1ccccc1C(=O)N1CCN(c2ccc(NC(=O)c3ccc4c(c3)OCO4)cc2)CC1	?	-6%	-8%	-51%	-1%	-6%	2%	-11%	-6%	-13%	-20%
O=C(NC12CC3CC(CC(C3)C1)C2)N1CC2Cc3cccc(=O)n3C(C2)C1 (configuration not stated)	14%	-4%	-6%	-18%	4%	2%	6%	-6%	1%	8%	1%
CCOc1ccc(CC(=O)NCCc2cnc[nH]2)cc1	6%	-2%	-2%	-3%	0%	?	2%	-7%	-3%	?	1%
O=C(COC(=O)Cc1cccc(C(F)(F)F)c1)Nc1ccccc1	?	-14%	-12%	2%	2%	0%	4%	-3%	-1%	-1%	2%
O=C(c1cccc([N+](=O)[O-])c1)N1CCCC(C(=O)N2CCc3ccccc3C2)C1 (configuration not stated)	-8%	1%	20%	-7%	-11%	4%	-2%	-2%	-4%	7%	-1%
CCCc1ccc(OC(=O)c2cccs2)cc1	-7%	-6%	-12%	11%	.	0%	6µM*	-2%	2%	34%[activator]	12%
CN1CCc2c(sc3nc(NN)n(-c4ccc(Cl)cc4)c(=O)c23)C1	31%	9%	3%	-23%	5%	29%	?	-3%	3%	?	2%
CSc1nc(O)c(C(c2ccc(C)cc2)c2c(O)nc(SC)[nH]c2=O)c(=O)[nH]1	-54%	-3%	-16%	-8%	5%	.	2%	-3%	-1%	7%	-6%
Cc1ccc(CN2CCN(Cc3cccc(OCCO)c3)CC2CCO)o1 (configuration not stated)	-5%	-4%	-5%	-1%	0%	0%	4%	-4%	-3%	3%	-2%
CCCC(=O)Nc1ccc(C(=O)NCc2ccccn2)cc1	-26%	1%	-1%	40%	0%	-2%	0%	-2%	1%	-3%	0%
Cc1cccc(C)c1NC(=O)NC1(C(=O)N2CCCC2)CCCCC1	1%	0%	0%	-8%	3%	2%	-1%	3%	3%	3%	-12%
O=C(Nc1ccc(Cl)cn1)C1CCCN1S(=O)(=O)c1cccc2ccccc12 (configuration not stated)	4%	-17%	3%	5%[1.84 µM]	-1%	-3%	1%	-5%	1%	-2%	-16%
COC(CSc1ncnc2c1oc1nc3c(cc12)COC(C)(C)C3)OC	10%	-10%	.	-24%	-16%	1%	?	12%	10%	6%	10%
C[C@]12CS(=O)(=O)C[C@H]1SC(=S)N2c1ccccc1	-1%	-8%	-7%	24%	-15%	-5%	0%	-2%	-1%	1%	-3%
